Source: PubChem BioAssay (National Center for Advancing Translational Sciences (NCATS))
SW480 rerep: A quantitative high throughput screen for small molecules that induce DNA re-replication in SW480 colon adenocarcinoma cells; SW480 DNA re-replication, Hoechst DNA content imaging, 48 h; Potency, µM (doses to about 46.1 µM), for inactives: top-dose re-replication activation, usual class: activators; 340,000 compounds, 1.8% hits; further: % of control where 0% means no effect; nearly all actives have a fitted effect of over 55% in size
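Image-based DNA-content assay: after two days of treatment, nuclei were labelled with the DNA dye Hoechst and imaged, and hits were compounds raising the count of nuclei showing high fluorescence intensity.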
KB-V1 cytotox: qHTS assay for MDR1-selective chemotherapeutics: Primary screen using the drug-selected MDR subline cells KB-V1. 400,000 compounds, 3.4% hits. KB-V1 MDR cells viability, CellTiter-Glo, 72 h. AID 1347076, 2019. Potency, µM (doses to about 46.1 µM), without a hit: at the top dose activity change, negative = cytotoxicity, usual class: cytotoxic; further: on the % scale 0 is the no-effect control and ±100 the full control effect; nearly all actives have a fitted effect of over 60% in size
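qHTS viability screen in drug-selected KB-V1 MDR cells: 72 h compound treatment at 37 degrees C, ATP luminescence end point.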
HT1080NT lethal: qHTS for induction of synthetic lethality in tumor cells producing 2HG: qHTS for the HT-1080-NT fibrosarcoma cell line; HT-1080-NT fibrosarcoma viability, CellTiter-Glo ATP luminescence, 48 h; Potency, µM (doses to about 46.1 µM), without a hit: top-dose activity, negative = less viability, actives largely listed as cytotoxic; 360,000 compounds, 1.6% hits; AID 686970, 2013;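 further: NT is the 2HG producing partner of a matched IDH1 knockdown line; 0% = DMSO-treated cells and -100% = media-only wells without cells; nearly all actives have a fitted effect of over 55% in size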
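750 cells/well, RPMI + 5% FBS; 2 h settle, compound pin-transfer, 48 h at 37 degrees C. CellTiter-Glo 10 min RT, luminescence. Normalized to DMSO and media-only wells.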
HT1080 IDH1KD tx: qHTS for induction of synthetic lethality in tumor cells producing 2HG: qHTS for the HT-1080-IDH1KD cell line; Potency, µM (doses to about 46.1 µM), for the others: at the highest dose activity, negative = toxicity, usual class: cytotoxic; 360,000 compounds, 2% hits; AID 686971, 2013; HT-1080 IDH1 knockdown viability, ATP luminescence, 48 h;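 further: 0% = DMSO wells and -100% = cell-free medium wells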
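Knockdown cells (IDH1KD HT-1080) received compounds 2 h after plating at 750 cells/well and were kept 48 h at 37 °C in 5% FBS RPMI. A CellTiter-Glo luminescence read gave % activity for curve fitting.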
HEK293 tox: qHTS of GLP-1 Receptor Inverse Agonists: Cytotox Screen; HEK293 cAMP-luciferase reporter cells, luminescence, 24 h; Potency, µM (highest dose often 38.3 µM), inactives show at the highest dose activity change, negative = inhibition, most hits filed as inhibitors; 410,000 compounds, 0.13% hits;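 further: loss of luciferase light is scored as toxicity; on the % scale 0 is the no-effect control and ±100 the full control effect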
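Compound-treated cells are incubated 24 hr at 37 deg C under 5% CO2 after a 12 hour attachment period, then luciferase detection reagent is added and luminescence is measured following 12 min at room temperature; lowered signal indicates toxicity.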
GLP1R ag: qHTS of GLP-1 Receptor Agonists | Glucagon-like peptide 1 receptor (Homo sapiens), P43220 | HEK293 GLP-1R CRE-luciferase, luminescence, 4-6 h; cells express a hypersensitive GLP-1R form | Potency, µM (highest dose often 45.6 µM), without a hit: top-dose activation, actives largely listed as activators | 380,000 compounds, 0.007% hits | AID 624172, 2012; further: % of control where 0% means no effect
Target sequence (P43220 whole entry, looked up): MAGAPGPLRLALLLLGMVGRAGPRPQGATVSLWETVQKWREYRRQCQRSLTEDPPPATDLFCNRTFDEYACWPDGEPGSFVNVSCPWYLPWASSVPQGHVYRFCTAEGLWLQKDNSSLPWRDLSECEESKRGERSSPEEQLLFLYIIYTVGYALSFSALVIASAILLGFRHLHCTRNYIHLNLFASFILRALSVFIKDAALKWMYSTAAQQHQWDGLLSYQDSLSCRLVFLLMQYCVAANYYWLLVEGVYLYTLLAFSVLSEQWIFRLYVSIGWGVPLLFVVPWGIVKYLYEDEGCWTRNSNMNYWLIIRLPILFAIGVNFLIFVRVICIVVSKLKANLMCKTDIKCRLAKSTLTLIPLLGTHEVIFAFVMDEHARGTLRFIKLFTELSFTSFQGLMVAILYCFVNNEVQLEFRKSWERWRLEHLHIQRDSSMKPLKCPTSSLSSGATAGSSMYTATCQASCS
KB-3-1 cytotox: qHTS assay for MDR1-selective chemotherapeutics: Primary screen using the parental adenocarcinoma cell KB-3-1; Potency, µM (doses to about 46.1 µM), for inactives: at the top dose activity change, negative = cytotoxic, actives largely listed as cytotoxic; KB-3-1 viability, CellTiter-Glo ATP luminescence, 72 h; 400,000 compounds, 1.4% hits; further: on the % scale 0 is the no-effect control and ±100 the full control effect; nearly all actives have a fitted effect of over 60% in size
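Luminescent ATP read-out (CellTiter-Glo) measures survival of drug-naive KB-3-1 cells after 72 h compound exposure at 37 °C. Titration series was screened from lowest to highest concentration, with DMSO vehicle plates as background controls.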
TDP43 rescue: qHTS of TDP-43 Inhibitors; TDP-43 expressing yeast growth rescue, BacTiter-Glo, 24 h; Potency, µM (series often up to 46.1 µM), inactives show at the top dose growth rescue (activation), usual class: activators; 410,000 compounds, 1.8% hits; further: % of control where 0% means no effect; nearly all actives have a fitted effect of over 50% in size
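In this qHTS, compounds that restore growth of yeast expressing TDP-43 appear as activators. Cells (OD600=0.02, galactose medium, raffinose-pregrown) are incubated with compound 24 hr at 30 deg C and growth is quantified by BacTiter-Glo.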
GLP-1R inv ag: qHTS of GLP-1 Receptor Inverse Agonists (Inhibition Mode) | Glucagon-like peptide 1 receptor (Homo sapiens), P43220 | HEK293 GLP-1R CRE-luciferase, luminescence, 24 h; GLP-1R form is constitutively active | Potency, µM (titrated, usually from 38.3 µM), for inactives: at the top dose activity change, negative = inhibition, actives largely listed as inhibitors | 410,000 compounds, 1.6% hits; further: on the % scale 0 is the no-effect control and ±100 the full control effect; nearly all actives have a fitted effect of over 55% in size
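Constitutively active GLP-1R drives a cAMP-responsive luciferase in stably transfected HEK293 cells; test compounds are added after overnight (12 h) attachment and left 24 hr, and signal loss in luminescence marks inhibition.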
* hit, by the source's call; ? = inconclusive; · = not tested or not shown; [ ] = another dose, or the depositor's remark. The call rests on the fitted dose curve; in most records, active means well fitted curve in the direction sought with a large enough effect; inconclusive means small, poorly fitted or top-dose-only effect, or another doubt; inactive means no such curve, though single readings can be large; an effect the other way counts as inactive or inconclusive. Potency means the concentration at half of the fitted maximal effect.

| cpd | SMILES | SW480 rerep | KB-V1 cytotox | HT1080NT lethal | HT1080 IDH1KD tx | HEK293 tox |
| --- | --- | --- | --- | --- | --- | --- |
| 1 | Cc1ccc(OCCC(=O)OCC(=O)c2c(N)n(C)c(=O)n(C)c2=O)cc1 | 4% | ? | -18% | -4% | -2% |
| 2 | COc1ccc2c(C)c(CC(=O)N3CCN(C(=O)C4COc5ccccc5O4)CC3)c(=O)oc2c1 (stereo not given) | ? | -5% | -9% | -2% | 3% |
| 3 | CC(=C\C(=O)O)/C(=C/c1ccccc1)C(=O)O | -6% | 0% | 20% | 10% | -3% |
| 4 | COCCCNC(=O)CCCn1c(=O)c2ccccc2n(Cc2cccc([N+](=O)[O-])c2)c1=O | 2% | 2% | 5% | 12% | 11% |
| 5 | N=c1c(C(=O)NCc2ccc(F)cc2)cc2c(=O)n3ccccc3nc2n1Cc1cccnc1 | ? | ? | -4% | -2% | 359%[activator] |
| 6 | O=C(COC(=O)c1ccc(O)cc1O)NC12CC3CC(CC(C3)C1)C2 | 0% | 1% | 0% | -2% | -3% |
| 7 | Cc1ccc2cc(CCNC(=O)c3ccc(S(=O)(=O)N4CCOCC4)cc3)c(=O)[nH]c2c1 | 0% | ? | 6% | 8% | 8% |
| 8 | CCC(=O)N1CCC(NC(=O)Nc2ccc(OC(F)(F)F)cc2)CC1 | -62%[inhibitor] | 4% | 15% | 6% | 0% |
| 9 | Cc1ccc(S(=O)(=O)Nc2ccc(N=Nc3ccc(O)cc3)cc2)cc1 | 0% | -1% | -17% | -17% | -7% |
| 10 | COC(=O)c1ccccc1-c1ccc(C(c2c(C)[nH][nH]c2=O)c2c(C)[nH][nH]c2=O)o1 | 26% | ? | ? | ? | -12% |
| 11 | NC(=S)c1ccc(C(N)=S)o1 | 0% | -19% | 7% | ? | 8% |
| 12 | CCc1nnc2c3ccccc3nc(Nc3cc(C)cc(C)c3)n12 | · | -1% | · | · | 23% |

| cpd | GLP1R ag | KB-3-1 cytotox | TDP43 rescue | GLP-1R inv ag |
| --- | --- | --- | --- | --- |
| 1 | 0% | -14% | -17% | 15% |
| 2 | -7% | -9% | 10% | -19% |
| 3 | -7% | 0% | -8% | 0% |
| 4 | 10% | 12% | -6% | 19% |
| 5 | 2% | 11% | -15% | 19% |
| 6 | 0% | -12% | 9% | ? |
| 7 | -10% | -4% | 18% | 7% |
| 8 | -1% | 0% | 14% | -3% |
| 9 | 7% | -3% | -92%[inhibitor] | ? |
| 10 | -4% | ? | -11% | ? |
| 11 | -12% | 3% | -13% | 17% |
| 12 | · | -24% | 12% | 13% |

(next part)
| cpd | SMILES | SW480 rerep | KB-V1 cytotox | HT1080NT lethal | HT1080 IDH1KD tx | HEK293 tox |
| --- | --- | --- | --- | --- | --- | --- |
| 13 | COc1ccc(CCNC(=O)c2cc3c(=O)n4cccc(C)c4nc3n(CCCN3CCOCC3)c2=N)cc1 | 2.6µM* | 0% | ? | -27% | 7% |
| 14 | COCCN(C(=O)c1csnn1)C(C(=O)NC1CCCCC1)c1cccs1 (stereo not given) | -5% | -2% | 4% | -1% | -6% |
| 15 | N#CCCN(C(=O)COC(=O)c1ccc2c(=O)n3c(nc2c1)CCC3)c1ccccc1 | -2% | 3% | -12% | -20% | -9%[7.66 µM] |
| 16 | O=C(Nc1cccc(Cl)c1)C1CC1c1ccccc1 (stereo not given) | -71%[inhibitor] | -23% | 0% | 3% | ? |
| 17 | CC(=O)Nc1ccc(NC(=O)C(C)OC(=O)C2CCC2)cc1 (stereo not given) | 2% | -4% | 4% | 15% | 0% |
| 18 | CC(C)(C)NC(=O)c1ccc2c(c1)C(=O)N(C1CCCCC1)C2=O | -11% | 7% | -7% | -5% | -12% |
| 19 | O=C(NCc1ccccc1CN1CCOCC1)c1ccc(-n2cccn2)cc1 | ? | -21% | -2% | -1% | 15% |
| 20 | COc1cc(/C=N/N2CCN(Cc3ccc(Cl)cc3)CC2)ccc1OC(C)=O | -2% | -10% | -1% | -3% | 1% |
| 21 | CN(c1cccc(NC(=O)c2ccc(N(C)S(=O)(=O)c3ccccc3)cc2)c1)S(C)(=O)=O | 17% | ? | -16% | ? | -8% |
| 22 | CC(=O)N1c2ccc(S(=O)(=O)NCCC(=O)Nc3ccc(F)cc3C)cc2CC1C (stereo not given) | 28% | 13% | -11% | 0% | 0% |
| 23 | CCOC(=O)C1CCN(C(=O)C2CCN(c3nc4ccc(OC)cc4s3)CC2)CC1 | -10% | 0% | -2% | -15% | -5% |
| 24 | CN1C(=O)CON=C1c1cccc2ccccc12 | · | -1% | 10% | ? | -4% |

| cpd | GLP1R ag | KB-3-1 cytotox | TDP43 rescue | GLP-1R inv ag |
| --- | --- | --- | --- | --- |
| 13 | -5% | -10% | -13% | -7% |
| 14 | -6% | 4% | 2% | 7% |
| 15 | 9% | 8% | -5%[9.22 µM] | -9%[7.66 µM] |
| 16 | 11% | 5% | 29% | ? |
| 17 | -8% | 9% | 23% | 15% |
| 18 | 1% | -1% | ? | 0% |
| 19 | 2% | 24% | 6% | 8% |
| 20 | 13% | -13% | -3% | ? |
| 21 | -5% | -25% | -3% | ? |
| 22 | 1% | -10% | -24% | 10% |
| 23 | -4% | -9% | ? | -21% |
| 24 | -8% | 3% | 0% | 7% |

(listing goes on)
| cpd | SMILES | SW480 rerep | KB-V1 cytotox | HT1080NT lethal | HT1080 IDH1KD tx | HEK293 tox |
| --- | --- | --- | --- | --- | --- | --- |
| 25 | O=C(Nc1c2c(nn1-c1ccc(Cl)cc1)CS(=O)(=O)C2)c1ccccc1F | · | 20% | · | · | 2% |
| 26 | CCn1c(=S)sc2c(=O)n(-c3ccccc3)c(SC)nc21 | 2% | -5% | 0% | -27% | 1% |
| 27 | Cc1ccccc1NC(=O)C1Cc2ccccc2C(=O)O1 (stereo not given) | -1% | 7% | 17% | 13% | -7% |
| 28 | CCN(CC(=O)Nc1ccc(OC)cc1)C(=O)C1CCN(C(=O)c2ccc(Cl)cc2)CC1 | -20% | 7% | -4% | 0% | 2% |
| 29 | COc1ccc2oc(C(=O)OCC(=O)/C(C#N)=C(\C)N)c(C)c2c1 | ? | 1% | 2% | -2% | 6% |
| 30 | CC1CCCCC1NC(=O)COC(=O)c1cccn1C (stereo not given) | -11% | -13% | 2% | -1% | 4% |
| 31 | OCCN1CCN(CC(O)COCc2ccc3c(c2)OCO3)CC1 (stereo not given) | -10% | -5% | 14% | 7%[9.24 µM] | -2% |
| 32 | CC1=C(C)C(=O)N(c2ccccn2)C1=O | -5% | 3% | 8% | 0%[9.24 µM] | 4% |
| 33 | C/C(=N\NC(=O)CSCc1ccc(Cl)cc1)c1ccc2c(c1)OCCO2 | 0% | ? | -9% | -18% | -5% |
| 34 | C=CCn1c(SCCC)nc2sc3c(c2c1=O)CCc1ccccc1-3 | 21% | -11% | -6% | -16% | 14% |
| 35 | CCOc1ccc(N/C=C/C(=O)c2ccc(OC)c(OC)c2)cc1 | -12% | -3% | -18% | -24% | 9% |
| 36 | CCN(CC)c1ccc(C=Nc2ccc(N(C)C)cc2)c(O)c1 | ? | 13% | -18% | -8% | -26% |

| cpd | GLP1R ag | KB-3-1 cytotox | TDP43 rescue | GLP-1R inv ag |
| --- | --- | --- | --- | --- |
| 25 | 4% | -1% | 15% | 38%[activator] |
| 26 | 4% | -6% | ? | -18% |
| 27 | -6% | 5% | ? | 6% |
| 28 | 8% | 8% | -2% | 7% |
| 29 | -4% | -13% | -18% | 11% |
| 30 | 1% | 1% | ? | ? |
| 31 | -5% | 4% | -6% | -20% |
| 32 | -16% | 19% | ? | 12% |
| 33 | 4% | -11% | -3% | -16% |
| 34 | -1% | -22% | -3% | ? |
| 35 | 18% | 2% | 16µM* | 41%[activator] |
| 36 | -5% | 1% | 0% | -14% |

Next part:
| cpd | SMILES | SW480 rerep | KB-V1 cytotox | HT1080NT lethal | HT1080 IDH1KD tx | HEK293 tox |
| --- | --- | --- | --- | --- | --- | --- |
| 37 | CN(CC(=O)Nc1ccccc1Br)C(=O)CNC(=O)c1ccc(Oc2ccccc2)cc1 | 7% | -7% | -3% | -5% | -3% |
| 38 | CC(C)c1ccc(NC(=O)c2cc3c(=O)n(C)c4ccccc4c3n2C)cc1 | 6% | ? | 20% | 19% | -12% |
| 39 | CS(=O)(=O)c1ccc(C(=O)OCC(=O)NC2CCS(=O)(=O)C2)cc1[N+](=O)[O-] (stereo not given) | 5% | 22% | 10% | 13% | -10% |
| 40 | CCOc1ccc(-c2cc(NC(=O)Cn3ncc4c3-c3ccccc3OC4)on2)cc1OCC | 0% | ? | -21% | -20% | -19% |

| cpd | GLP1R ag | KB-3-1 cytotox | TDP43 rescue | GLP-1R inv ag |
| --- | --- | --- | --- | --- |
| 37 | 4% | -16% | -7% | ? |
| 38 | 17% | -3% | 6% | -3% |
| 39 | -1% | 2% | -16% | 7% |
| 40 | 0% | -3% | 14% | -11% |
